Source: PubChem
HCT116 PTEN-null – growth suppressors of cells with PTEN tumor suppressor deletion | HCT116 PTEN-null viability, CellTiter-Glo, 60 h; stronger effect = lower value | 140,000 tested, 1.2% active | AID 827 | viability, % at 10 µM;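 active means viability at or below a set limit, 4 SD under the median of all tested compounds, cut at about 3.7% in these data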;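 further: PTEN knockout HCT116 line with beta catenin targeted HCT116 as companion control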
MRP-1 activ – activators of MRP-1; AID 799; viability increase, % at 10 µM; 140,000 tested, 0.61% active; H69AR cells + doxorubicin, viability rescue, CellTiter-Glo;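 active means viability gain under doxorubicin at or above a set limit, the compound median plus 3 SD, cut at about 4.7% in these data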;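 further: MRP-1 overexpressing cells given doxorubicin 25 µM after compound pretreatment; 18-22 h compound pretreatment then 72 h with doxorubicin before readout; 0% = doxorubicin-only wells and 100% = vehicle-treated cells without doxorubicin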
E-sel TNF inh – TNF alpha driven E-selectin expression inhibition; HUVEC TNFa-induced E-selectin immunofluorescence, high content; inhibition, % at 2 µM; 120,000 tested, 0.71% active; AID 1246;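 active means inhibition above the batch mean plus 3 SD, and confirmed as a hit on visual image review, cut at about 43% in these data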;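 further: 0% = TNF-stimulated DMSO wells and 100% = unstimulated control wells; not every result past the cut was called active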
BB579 growth dn – yeast BB579 growth reduction in restrictive medium; S. cerevisiae BB579 growth, OD615, 48 h; inhibition, % at 10 µM; 140,000 tested, 0.51% active;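 active means inhibition above a set limit, 3 SD over the mean compound inhibition, cut at about 44% in these data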; further: inactives centre near -24
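Assay system: S. cerevisiae DeaD strain BB579 yeast. Medium: CSMM-D restrictive synthetic medium containing dextrose (glucose). Times: 4 h cell preincubation, 48 h compound exposure, 30 °C humidified. Signal: OD615 turbidity measurement. Benchmarks: positive control amphotericin B 10 µg/mL.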
GALR2 antag – blocks the human galanin receptor 2; O43603; GALR2-expressing cells, antagonist mode; inhibition, % at 4 µM; 140,000 tested, 0.39% active; in the data active means inhibition above about 27%;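 further: cells stimulated with galanin 1-16 at roughly its EC80; 0% = agonist challenge control and 100% = basal control without agonist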
Target sequence (O43603 whole entry, looked up): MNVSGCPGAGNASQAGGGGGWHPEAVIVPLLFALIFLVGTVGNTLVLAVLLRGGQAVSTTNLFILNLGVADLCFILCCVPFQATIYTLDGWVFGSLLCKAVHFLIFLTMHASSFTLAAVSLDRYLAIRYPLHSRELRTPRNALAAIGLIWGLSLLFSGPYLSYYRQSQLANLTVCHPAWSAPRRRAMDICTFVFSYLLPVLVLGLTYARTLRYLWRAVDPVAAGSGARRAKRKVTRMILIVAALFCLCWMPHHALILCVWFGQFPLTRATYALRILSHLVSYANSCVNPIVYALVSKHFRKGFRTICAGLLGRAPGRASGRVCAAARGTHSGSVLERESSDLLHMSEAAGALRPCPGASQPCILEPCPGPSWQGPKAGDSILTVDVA
Measles CPE – protection of cells from measles virus; Measles virus-infected cells, CPE protection, absorbance; protection (pct of control), % at 4 µM; 140,000 tested, 1.5% active; AID 841; in the data active means protection mostly above about 24%, no sharp cut-off; inactive means mostly below about 26%; further: some compounds called inactive have numbers as strong as hits
Phagocytosis inh – inhibitors of macrophage phagocytosis; J774A.1 macrophage IgG-bead phagocytosis, imaging; inhibition, % at 5 µM; 110,000 tested, 0.07% active; AID 1029;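 active means inhibition above the mean of the plate negative controls plus 5 SD, cut at about 13% in these data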;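 further: phagocytic index as fraction of beads internalized from green versus red external bead signal; plate controls were DMSO negative control for no effect and cytochalasin-D positive control for full effect; some results beyond the cut were filed as inactive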
NPY-Y2 antag – blocks the human neuropeptide Y Y2 receptor; P49146; NPY-Y2 expressing cells, antagonist mode; inhibition, % at 2.7 µM; 140,000 tested, 0.99% active; in the data active means inhibition above about 17%;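 further: 0% = vehicle with agonist challenge and 100% = reference antagonist with challenge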
Target sequence (P49146 whole entry, looked up): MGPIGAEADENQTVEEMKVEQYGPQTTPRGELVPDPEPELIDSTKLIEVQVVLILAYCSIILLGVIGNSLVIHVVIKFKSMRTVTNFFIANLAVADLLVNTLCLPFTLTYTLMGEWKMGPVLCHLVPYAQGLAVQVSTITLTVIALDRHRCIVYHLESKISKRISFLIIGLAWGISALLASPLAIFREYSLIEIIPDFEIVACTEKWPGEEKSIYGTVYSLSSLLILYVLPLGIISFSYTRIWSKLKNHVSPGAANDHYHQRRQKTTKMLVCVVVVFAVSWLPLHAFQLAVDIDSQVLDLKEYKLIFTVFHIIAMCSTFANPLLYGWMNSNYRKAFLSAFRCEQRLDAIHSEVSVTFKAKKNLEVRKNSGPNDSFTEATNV
Yeast lifespan up – yeast lifespan extension. S. cerevisiae growth with nicotinamide, OD615; deaD strain in restrictive glucose medium. AID 775. inhibition of the nicotinamide effect, % at 10 µM. 130,000 tested, 0.68% active;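 active means inhibition above a set limit, placed 3 SD over the median of all compounds, cut at about 26% in these data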;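 further: 0% = nicotinamide-treated wells and 100% = cells grown without nicotinamide; some compounds called inactive have numbers as strong as hits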
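assay system = DeaD-strain S. cerevisiae | measured by = absorbance at 615 nm | probe or stimulus = nicotinamide 1.5 mM | buffer or medium = CSMM-D glucose medium, restrictive | times = 48 h at 30 °C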
HCT116 bCat-KO – beta-catenin-lacking colon tumor cell growth suppression. 140,000 tested, 1.5% active. HCT116 beta-catenin knockout viability, CellTiter-Glo, 60 h; stronger effect = lower value. viability, % at 10 µM;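 active means viability at or under a set limit, the compound median less 4 SD, cut at about 6% in these data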;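 further: 0% = Hyamine 1622 control at 20 µM and 100% = untreated cell control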
Numbers without * were called inactive; x = not tested or not shown.

| compound | HCT116 PTEN-null | MRP-1 activ | E-sel TNF inh | BB579 growth dn | GALR2 antag | Measles CPE | Phagocytosis inh | NPY-Y2 antag | Yeast lifespan up | HCT116 bCat-KO |
| --- | --- | --- | --- | --- | --- | --- | --- | --- | --- | --- |
| O=C(Cc1cccc2ccccc12)OCn1nnc2ccccc2c1=O | 112 | -0.7 | x | 25 | -6 | 7 | -1 | 3 | -7 | 100 |
| Cc1cc2nc(-c3ccc(SCC(=O)N4CCc5ccccc54)nc3)[nH]c2cc1C | 1.0* | -6.6 | 15 | -31 | 6 | -1 | x | 0 | -15 | 0.8* |
| CCOc1ccc(-n2c(=O)c3c4c(sc3n(CC(=O)NCc3ccco3)c2=O)CCC4)cc1 | 23 | -2.4 | 24 | -71 | -15 | x | 1 | -1 | -4 | 35 |
| COc1ccc(-c2cc(=O)c3cc(OC)ccc3[nH]2)cc1 | 87 | -0.8 | 4 | -12 | 5 | 12 | x | 2 | 4 | 88 |
| CCOC(=O)CNC(=O)C(CC(C)C)NC(=O)C1CCCCC1 (stereo not given) | 106 | 0.2 | 46 | -18 | -4 | 24 | 0 | 0 | -4 | 106 |
| CCc1ccc(S(=O)(=O)NCc2csc(-c3cccnc3)n2)s1 | 114 | -4.0 | -19 | -18 | 1 | 7 | x | 1 | -4 | 89 |
| CC(C)[C@H](Nc1nc(-c2ccccc2)nc2c1oc1ccccc12)C(=O)O | 89 | -3.9 | -50 | -14 | 12 | 1 | x | 3 | -22 | 97 |
| O=C(/C=C/c1ccc(Cl)c([N+](=O)[O-])c1)Nc1cccc(NC(=O)c2ccco2)c1 | 80 | 0.1 | x | -25 | 6 | 21 | 6 | 1 | -8 | 70 |
| O=C(Nc1cccc2ccccc12)c1cnccn1 | 98 | 0.4 | -57 | -20 | 3 | 6 | 7 | 4 | -24 | 91 |
| CC12CN3CCN(CC(C3)C1(O)CN1CCCCC1)C2 (stereo not given) | 96 | 0.1 | 11 | -8 | -7 | 7 | -2 | 3 | -9 | 97 |
| CCOC(=O)N1CCN(S(=O)(=O)c2ccc(C(=O)Nc3nnc(C4CC4)o3)cc2)CC1 | 84 | -3.3 | x | -30 | 6 | 7 | -8 | 4 | 5 | 92 |
| CCOc1ccc(NC(=O)CCN2CCCCC2)cc1 | 102 | 0.1 | x | -24 | -9 | 5 | x | 0 | -8 | 80 |
| COc1ccc(-n2c(C)cc(/C=C3/SC(=O)N(CC(=O)N4CCOCC4)C3=O)c2C)cc1 | 98 | -2.0 | 37 | -14 | 2 | 8 | -10 | -1 | 1 | 94 |
| O=C(NNC(=S)NC(=O)c1cccnc1)c1ccccc1 | 59 | 0.2 | -36 | -26 | 1 | 1 | x | 5 | 16 | 48 |
| C=C(C)C1CCC(C)=C1COC(=O)Nc1ccccc1 (stereo not given) | 82 | -0.2 | x | -39 | -18 | 1 | -2 | 7 | -11 | 69 |
| CC(C)Nc1cc(C(F)(F)F)nc(-c2ccccn2)n1 | 94 | -1.9 | 22 | -18 | -2 | 6 | x | 1 | -9 | 89 |
| CCCCn1c(SCC(=O)Nc2ccc(OC)cc2)nc2ccc(N3CCOCC3)cc2c1=O | 22 | -0.1 | -16 | -33 | -10 | 53* | -1 | -1 | -15 | 29 |
| CCOC(=O)C1(C)/C(=N/Nc2ccccc2)C(=O)C(=O)N1c1ccccc1 (stereo not given) | 101 | -1.3 | -28 | -51 | -8 | 3 | -1 | 4 | 20 | 97 |
| CN=C1c2c(-c3ccccc3)c3cc(OC)ccc3n2CCN1C | 20 | -2.6 | 4 | 20 | -1 | 30 | 0 | 6 | -6 | 24 |
| CNC(=S)N1CCN(C(=O)c2ccco2)CC1 | 102 | -2.4 | 16 | -4 | 3 | 11 | -5 | 2 | 1 | 94 |
| Cc1ccc(S(=O)(=O)N(CCC#N)C2CCCCC2)c2nsnc12 | 92 | -1.8 | -6 | -7 | 11 | 7 | x | 3 | 6 | 86 |
| CC(=O)N1CN(Cc2ccccn2)Cc2c1sc1c2CCCC1 | 96 | -2.9 | -9 | -14 | 6 | 3 | 0 | 2 | -28 | 99 |
| CSc1ccc(OC2CCCCC2NS(=O)(=O)c2ccccc2)cc1 (stereo not given) | 67 | -2.5 | x | -3 | 4 | 13 | -12 | 0 | 0 | 79 |
| COc1ccc2nc(NC(=O)c3cccc(S(=O)(=O)N4CCOCC4)c3)sc2c1 | 72 | -5.1 | -14 | -10 | 3 | 12 | -2 | 0 | -12 | 78 |
| CN(C)S(=O)(=O)c1ccc2nc(NC(=O)c3cccs3)sc2c1 | 90 | -1.0 | 7 | -31 | 0 | 16 | 0 | 1 | 51 | 88 |
| O=C(NCc1ccco1)C(=O)NCC1OCCCN1S(=O)(=O)c1ccccc1 (stereo not given) | 93 | -1.7 | -11 | -63 | 7 | 9 | 0 | 2 | -2 | 102 |
| COc1cccc(NC(=O)c2ccc(Cn3cc([N+](=O)[O-])cn3)o2)c1 | 87 | -2.1 | 8 | -7 | 10 | 10 | -5 | 4 | -5 | 102 |
| Cc1ccc(Cl)cc1N1CCN(C(=O)CCS(=O)(=O)c2cccc3nonc23)CC1 | 55 | 0.1 | -8 | -11 | -8 | 10 | -9 | 1 | 0 | 61 |
| O=C(NCCN1CCOCC1)c1cc2ccccc2[nH]1 | 84 | -3.0 | -1 | 0 | -3 | 12 | x | -1 | -4 | 82 |
| CC(C)NC(=O)CC1Nc2c3ccccc3nc(=S)n2C1=O (stereo not given) | 105 | -2.6 | x | -2 | -12 | 11 | x | -1 | -28 | 92 |
| Cc1cc(C)cc(N2CCCn3c2nc2c3c(=O)n(CCN3CCOCC3)c(=O)n2C)c1 | 103 | -1.6 | -13 | 8 | -3 | 13 | x | 0 | -10 | 113 |
| O=C(Nc1ccc(Cl)c(Cl)c1)N1CCC(N2CCCCC2)CC1 | 83 | -3.5 | -12 | -28 | -7 | 61* | x | 2 | -9 | 84 |
| CCOC(=O)c1cnc(SCC(=O)NCc2ccco2)nc1N | 106 | -0.9 | x | -24 | -8 | 16 | 1 | 2 | 2 | 98 |
| COC(=O)c1c(NC(=O)C2C3C=CC(CC3)C2C(=O)O)sc(C)c1C (stereo not given) | 94 | 2.8 | x | -28 | -5 | 7 | -2 | 1 | 9 | 88 |
| O=C(CSc1nc(C2CCCCC2)n(-c2ccccc2)n1)NCC(F)(F)F | 83 | -2.7 | x | -24 | -3 | 16 | 1 | 4 | -1 | 91 |
| O=C(CN1CCOCC1)Nc1ccccc1Sc1ccc(Cl)cc1 | 58 | -1.6 | x | -38 | 13 | 6 | -3 | 1 | 1 | 70 |
| O=C(N/N=C/c1cn(CCOc2ccccc2)c2ccccc12)c1ccncc1 | 92 | -1.3 | x | -4 | 19 | 5 | x | -1 | -3 | 96 |
| Cc1cc(C)cc(N(C(=O)c2cc3ccccc3oc2=O)C2C=CS(=O)(=O)C2)c1 (stereo not given) | 71 | -4.4 | x | -11 | 23 | 25 | -5 | 3 | -4 | 79 |
| CCOc1ccc(Br)cc1CSC(=N)N | 64 | 0.8 | x | 1 | 23 | 26* | -15 | 9 | -1 | 66 |
| CCCCC(OC(=O)c1cc2occc2n1C)C(=O)NCC1CCCO1 (stereo not given) | 100 | -1.3 | x | -35 | 1 | 12 | -1 | 2 | -6 | 93 |
| COc1cc2nc(NC(=O)c3ccc(Cl)cc3)[nH]c(=O)c2cc1OC | 97 | 0.5 | 10 | -29 | -12 | 26 | 0 | 7 | -8 | 91 |
| Cc1c(CCO)c(=O)n(-c2ccccc2)n1S(=O)(=O)c1ccc(F)cc1 | 106 | -2.0 | 2 | 6 | -4 | 14 | x | -2 | -4 | 95 |
| CCOC(=O)C1CCN(CC(=O)Nc2cc(C)nn2-c2nc3ccccc3s2)CC1 | 79 | -4.8 | -43 | -61 | 3 | 5 | 0 | 2 | -7 | 75 |
| COc1ccc(/C=C/C(=O)c2ccncc2)c2ccccc12 | 33 | -5.5 | x | -43 | 4 | 15 | -11 | 4 | 13 | 20 |
| COCCNC(=O)CN(C(=O)CCC(=O)Nc1cc(C)on1)c1cccc(C)c1C | 95 | 0.2 | -8 | -6 | -5 | 4 | -1 | -1 | -2 | 95 |
| COc1cc(C2c3c(n[nH]c3C)C(=O)N2c2ccc(Br)cc2)ccc1O (stereo not given) | 90 | -2.7 | -10 | -68 | -12 | x | -1 | 0 | -16 | 96 |
| CC(C)O/C(=N\S(=O)(=O)c1ccc(Cl)cc1)c1ccccc1 | 95 | -1.9 | 7 | -26 | -6 | 19 | x | 0 | 3 | 96 |
| CCN(CCCNC(=O)CN1C(=O)COc2ccccc21)c1cccc(C)c1 | 93 | -1.1 | -12 | -8 | -9 | 3 | 0 | 3 | -1 | 89 |
| CC1CCN(C(=O)Cn2cc3c(n2)CCCC3)CC1 | 99 | -1.4 | x | -32 | 5 | 16 | 0 | 1 | -1 | 99 |
| CC(=O)/C(C(=N)N1CCN(Cc2ccccc2)CC1)=C(\C)O | 107 | -0.5 | x | -18 | 4 | 22 | -2 | 0 | -5 | 104 |
| CCOC(=O)c1c(C)sc2c1N(C(=O)CN(CC)CC)c1cc(Cl)ccc1S2 | 69 | -3.2 | x | -46 | -13 | 9 | 1 | 6 | 2 | 72 |
| CCn1c(SCC(=O)N2CCCC2)nnc1-c1ccc(N)cc1 | 99 | -0.8 | 3 | -3 | -3 | 4 | x | 2 | x | 100 |
| COC(=O)c1ccc(NC(=S)Nc2ccccn2)cc1 | 90 | -0.1 | x | -30 | -6 | 13 | x | 4 | x | 99 |
| O=S(=O)(c1ccccc1Cl)N1CCC(O)(c2ccc3c(c2)OCO3)CC1 | 89 | -1.2 | -48 | -56 | -2 | 7 | -1 | 2 | 3 | 90 |
| Cc1nnc(SCCN2CCOCC2)n1C | 94 | -1.4 | 12 | -63 | 15 | 6 | -1 | 1 | 6 | 92 |
| C=CCNC(=O)NC(=O)COC(=O)COc1ccc(Br)cc1F | 101 | -0.1 | x | -12 | 2 | 13 | -2 | 1 | -2 | 100 |
| CCC(=O)Nc1ccc(Nc2nc(C)c([N+](=O)[O-])c(Nc3ccc(NC(=O)CC)cc3)n2)cc1 | 60 | -1.8 | -35 | -1 | 3 | 8 | -1 | 1 | 1 | 61 |
| Cc1cc(C)cc(OCC(=O)NNC(=O)CCN2C(=O)c3ccccc3C2=O)c1 | 98 | -1.3 | x | 0 | 5 | 9 | -4 | 1 | -2 | 102 |
| Cc1ccc(Nc2nnc(SCC(=O)c3cc4ccccc4o3)s2)cc1C | 91 | -2.3 | x | -48 | -8 | 5 | -3 | 6 | 3 | 88 |
| Cc1ccc(CN(Cc2ccco2)S(=O)(=O)c2ccc(S(=O)(=O)NCC3CCCO3)cc2)cc1 (stereo not given) | 87 | -1.5 | x | -50 | 5 | 43 | 1 | 3 | 6 | 85 |
